DENV2 CPE = protects cells from dengue virus 2 cytopathic effect | DENV2-infected cells, cytopathic effect rescue, plate reader | 1.7% of 350,000 active | CPE inhibition, % at 9.99 µM | AID 651640; in the data active means CPE inhibition above about 20%, passing the limit was not always enough; inconclusive means no clear call, values can overlap the other calls; tested in BHK-21 cells;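 further: 0% = median of neutral control wells and 100% = median of positive control wells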
XiGFP reactiv = X-chromosome reactivation activator. XiGFP mouse fibroblasts, % GFP-positive cells imaging, 3 d; cells co-treated with 5-aza-dC sensitizer; scaled so ellipticine positive control = 100%. activation, % at 7.58 µM. 0.055% of 360,000 active. AID 743238;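 active means mean normalized replicate activation at least 10% and every replicate at or above 10%; inconclusive means only one of the two criteria met; inactive means mean below 10% and not all replicates reach 10%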;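 further: 0% = median of on-plate neutral control wells and 100% = ellipticine 6 µM median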
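Assay system: SV40-immortalized XiGFP fibroblast cells, line 68-5-11; buffer or medium: DMEM plus 5-aza-dC sensitizer; compound: one concentration, pinned; timing: compounds 3 days, fix/stain 15 min at room temperature; benchmarks: positive control ellipticine, 6 µM final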
F508del corr = correctors of CFTR F508del function in bronchial epithelial cells. CFBE cells, YFP halide quenching; stimulated with forskolin plus potentiator P3; % fluorescence drop versus neutral controls. activity (quench increase), % at 7.58 µM. 0.36% of 350,000 active. AID 720511;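 active means mean added fluorescence quench of at least 8% versus neutral control, with both replicates also reaching 8%; inconclusive means only one of the mean or replicate conditions met; inactive means mean below 8% and not both replicates reaching 8%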;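 further: cells transiently co-express mutant CFTR-F508del with the halide-sensitive YFP; corrector assay measuring rescue of mutant channel to the surface after 24 h compound exposure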
E-sel inducer = induces E-selectin expression in human endothelial cells; HUVEC E-selectin immunofluorescence imaging; normalized: neutral wells 0, TNF-alpha wells 100; activation, % at 7.58 µM; 0.37% of 260,000 active;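 active means mean E-selectin-positive cell signal at least 10% of the positive control, reached in at least 60% of replicates, without over 20% cell loss; inconclusive means no rule given, readout overlaps actives, possibly toxicity-flagged; inactive means the rest, including those meeting only one limit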;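 further: in these data hits start at about 27%; measured in HUVEC primary endothelial cells; signal is the percent of cells scored E-selectin positive by PE staining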
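Read-out: % PE-positive cells | Test system: HUVEC | Doses: One compound dose added by pin transfer | Buffer or medium: EGM-2 over gelatin coat | Signal: Immunofluorescence imaging | Benchmarks: TNF-alpha, DMSO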
CASP6 VEID inh = caspase-6 (human) enzyme inhibition; P55212; purified caspase-6, Z-VEID-R110 cleavage fluorescence; inhibition, % at 12.5 µM; 0.53% of 350,000 active; AID 686996;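 active means mean inhibition across replicates at least about 35%, with every replicate also reaching that limit, limit read from the data; inconclusive means only one of the two criteria met; inactive means neither criterion met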;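 further: 0% = median of neutral control wells and 100% = no fluorescence left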
Target sequence (P55212 24-179 limits assumed): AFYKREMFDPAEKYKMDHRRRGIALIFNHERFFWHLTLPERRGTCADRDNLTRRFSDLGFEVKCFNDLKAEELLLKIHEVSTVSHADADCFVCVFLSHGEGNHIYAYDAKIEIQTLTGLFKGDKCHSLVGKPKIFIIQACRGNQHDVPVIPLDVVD
Target sequence (P55212 194-293 limits assumed): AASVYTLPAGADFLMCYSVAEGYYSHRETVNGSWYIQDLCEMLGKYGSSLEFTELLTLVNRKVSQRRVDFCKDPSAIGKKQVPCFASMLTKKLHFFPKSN
RAD52 anneal inh = blocks human RAD52 DNA annealing; P43351; recombinant RAD52 DNA annealing, FRET fluorescence; inhibition, % at 18.7 µM; 0.46% of 360,000 active;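 active means every replicate showing at least 50% inhibition; inconclusive means mean inhibition at least 50% but not in every replicate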
INS-1E GSIS act = GLuc luminescence reporter in INS-1E cells, primary screen for activators of glucose-dependent secretion of insulin | AID 743287 | 0.61% of 370,000 active | INS-1E GLuc reporter insulin secretion, 2-3 h | activation, % at 16.6 µM;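 active means lowest replicate activation of at least 40%, so every replicate reaches that level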;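 further: 0% = median of neutral control wells and 100% = median of IBMX positive control wells; some compounds called inactive have numbers as strong as hits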
RAD54 inh = inhibitors of human RAD54 branch migration; inhibition, % at 10.4 µM; AID 602329; Q92698; RAD54 Holliday junction branch migration, FAM/BHQ fluorescence; 0.14% of 360,000 active;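 active means mean normalized replicate activity at least 40 and at least half of replicates scoring 40 or more; inconclusive means only one of the two criteria met; inactive means mean below 40 and under half of replicates reaching 40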;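 further: 0% = median of neutral control wells and 100% = median of positive control wells; inhibitors cause a drop in the FAM fluorescence signal; in these data hits start at about 50%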
Target sequence (Q92698 whole entry, looked up): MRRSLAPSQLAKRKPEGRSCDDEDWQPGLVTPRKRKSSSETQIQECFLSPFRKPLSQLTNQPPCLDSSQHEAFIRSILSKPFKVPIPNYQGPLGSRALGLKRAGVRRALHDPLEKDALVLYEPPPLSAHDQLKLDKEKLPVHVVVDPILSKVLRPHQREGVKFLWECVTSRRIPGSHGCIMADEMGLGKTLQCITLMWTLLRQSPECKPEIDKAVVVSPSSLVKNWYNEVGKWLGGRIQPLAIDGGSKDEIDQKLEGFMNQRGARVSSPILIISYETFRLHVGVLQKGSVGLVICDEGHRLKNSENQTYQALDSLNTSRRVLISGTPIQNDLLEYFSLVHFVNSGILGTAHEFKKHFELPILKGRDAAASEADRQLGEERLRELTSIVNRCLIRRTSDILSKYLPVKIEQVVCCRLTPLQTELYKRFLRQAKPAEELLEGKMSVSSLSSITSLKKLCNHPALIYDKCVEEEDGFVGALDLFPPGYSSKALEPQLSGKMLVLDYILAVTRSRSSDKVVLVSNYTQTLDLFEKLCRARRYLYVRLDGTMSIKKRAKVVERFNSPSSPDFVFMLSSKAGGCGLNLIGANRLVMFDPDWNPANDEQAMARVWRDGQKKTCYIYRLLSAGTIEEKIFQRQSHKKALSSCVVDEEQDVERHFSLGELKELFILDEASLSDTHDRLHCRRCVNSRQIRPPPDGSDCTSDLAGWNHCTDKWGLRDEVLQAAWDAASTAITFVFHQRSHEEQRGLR
The depositor's hits bear a star; u = inconclusive; x = no result given.

Each structure is followed by: DENV2 CPE	XiGFP reactiv	F508del corr	E-sel inducer	CASP6 VEID inh	RAD52 anneal inh	INS-1E GSIS act	RAD54 inh
C/C(CC(=O)Nc1ccc(C)c(Cl)c1)=N\NC(=O)Cc1cnc(N)s1
 : 4	0.0	2.4	x	5	-5	-22	x
S=C(NCC(c1ccco1)N1CCCC1)Nc1ccccc1 (configuration not stated)
 : -7	0.0	0.6	x	-3	-27	6	x
O=C(NC1CCN(Cc2ccccc2)CC1)c1cc(S(=O)(=O)N2CCOCC2)ccc1Cl
 : 0	0.3	15*	x	-2	-12	-3	3
COCCNC(=O)[C@@]1(Cc2ccccc2)C=C[C@@H](C)N1C(C)=O
 : -2	-0.1	0.4	0.1	2	-5	9	-2
Cc1nc2ccccc2nc1Nc1cccc(Cl)c1
 : 6	0.0	3.2	0.7	-1	-18	-7	-5
COc1ccccc1C(=O)OCC(=O)NC(C)CCc1ccccc1 (configuration not stated)
 : 7	2.3	0.6	-0.1	1	0	22	2
C=CCN1C(=O)c2ccccc2Sc2ccc(C(=O)NCC(OC)OC)cc21
 : 29*	0.1	x	0.8	0	-3	-14	2
C[C@@H]1CN([C@@H](C)CO)C(=O)c2cccc(NC(=O)c3cnccn3)c2O[C@H]1CN(C)S(=O)(=O)c1ccc(Cl)cc1
 : x	-1.2	-3.4	-0.2	x	x	19	x
C[C@H]1CN([C@@H](C)CO)C(=O)c2cc(NS(=O)(=O)c3cn(C)cn3)ccc2O[C@H]1CN(C)Cc1ccc2c(c1)OCO2
 : 2	-0.1	2.9	x	-1	0	15	-10
Cc1ccc(C(=O)NC2CC3CCC(C2)N3C)cc1 (configuration not stated)
 : 18	0.1	-0.3	x	-8	-1	2	-14
O=C(Cc1ccc(-c2ccccc2)cc1)NC(c1ccccc1)c1ccccc1
 : 4	-0.4	x	-2.0	15	-74	x	x
Cc1ccc(S(=O)(=O)N(C)c2ccc(OC(=O)c3ccc(N4CCCC4=O)cc3)cc2)cc1
 : 3	0.1	-0.7	-1.9	1	-35	8	-2
O=C(Nc1ccc(S(=O)(=O)Nc2ncccn2)cc1)c1cccc(Br)c1
 : -4	-0.1	1.1	2.0	1	-13	2	-6
N#Cc1cc(-c2ccccc2)[nH]c1-c1nccc2ccccc12
 : 3	0.2	-3.0	x	-1	-6	-4	-4
CC(=O)c1csc(COc2ccccc2)n1
 : 0	0.2	-2.4	x	-7	-2	6	x
CC(C)NC(=O)N(C)C[C@@H]1Oc2ccc(NC(=O)CCCCCC(=O)Nc3ccccc3N)cc2C(=O)N([C@@H](C)CO)C[C@@H]1C
 : -7	0.0	1.3	-15	2	-10	9	-9
CCCN(C(=O)c1c(CC)noc1C)c1c(N)n(Cc2ccccc2)c(=O)[nH]c1=O
 : 6	0.1	-4.9	0.1	1	-4	1	2
COc1ccccc1C(C[N+](=O)[O-])c1c(N)n(C)c(=O)n(C)c1=O (configuration not stated)
 : 3	0.1	0.0	4.7	-2	-8	-23	0
CCCC(=O)Nc1ccc2c(c1)OC[C@@H](C)N(C(=O)c1cnccn1)C[C@@H](C)[C@@H](OC)CN(C)C2=O
 : 5	0.4	4.5	0.3	-1	12	9	-11
CC(=O)c1ccc(NC(=O)N2C3CCC2CC(O)(c2cccnc2)C3)cc1 (configuration not stated)
 : -6	0.1	-0.4	0.3	-2	-5	23	-1
COc1cc(C2C(=O)c3ccccc3C2=O)ccc1O
 : -3	0.0	4.6	0.2	-1	-23	15	-3
Cc1noc(C)c1CCC(=O)NC1CCCN(Cc2ccc(Cl)cc2)C1 (configuration not stated)
 : 0	0.0	-0.8	0.1	-5	-15	-12	1
COc1ccc(S(=O)(=O)N(C)c2ccc(C(=O)NCC3CCCO3)cc2)cc1OC (configuration not stated)
 : -2	0.0	-3.3	1.4	3	3	48*	-7
C[C@H]1CN([C@@H](C)CO)S(=O)(=O)c2ccc(-c3ccccc3)cc2O[C@H]1CN(C)Cc1ccccn1
 : 5	-0.4	4.7	0.0	-2	10	10	2
COc1ccc(C(=O)N/N=C\c2coc3ccccc3c2=O)cc1
 : 4	0.2	1.3	x	5	-7	26	3
C[C@H]1CN([C@@H](C)CO)C(=O)Cc2cc(NC(=O)Cc3ccccc3)ccc2O[C@@H]1CN(C)S(=O)(=O)c1ccccc1
 : -5	0.0	0.6	0.0	-2	-6	5	0
Cc1ccc(-c2nnc(N3CCCCC3)c3ccccc23)cc1S(=O)(=O)N(C)C
 : -1	x	-3.4	x	6	-4	7	2
CC(C)NC(=O)NCC[C@H]1CC[C@@H](NC(=O)Nc2ccccc2)[C@H](CO)O1
 : 10	0.0	-1.1	-0.5	-1	0	3	2
Cc1c(N/C=C/C(=O)C(F)(F)F)c(=O)n(-c2ccccc2)n1C
 : 8	0.0	-2.1	x	-1	-7	-5	-1
COCC(=O)Nc1ccc2c(c1)C(=O)N(C)[C@@H]1CC[C@H](CC(=O)N3CCc4ccccc4C3)O[C@H]1CO2
 : -5	0.1	-1.0	0.1	1	6	-4	-8

More records
Each structure is followed by: DENV2 CPE	XiGFP reactiv	F508del corr	E-sel inducer	CASP6 VEID inh	RAD52 anneal inh	INS-1E GSIS act	RAD54 inh
COc1ccc(CNC(=O)c2ccc(CS(=O)(=O)Cc3ccccc3F)o2)cc1
 : 10	-0.1	0.8	0.3	-1	-38	34	6
C/C(=N\NC(N)=S)C1C2C3CC4C5CC(C42)C1C53 (configuration not stated)
 : -11	0.3	5.4	x	0	-6	20	-5
COc1cc(CNc2ncn[nH]2)ccc1OCC(=O)NC(C)(C)C
 : 2	-0.1	1.4	1.3	1	-9	6	-2
O=C(CSc1nnc(-c2ccccc2)n1-c1ccc(Cl)cc1)N/N=C/c1ccccc1C(=O)O
 : 1	0.0	-2.2	x	-2	-12	-3	5
CC(C)[C@H](NC(N)=O)C(=O)Nc1cccc(S(=O)(=O)N2CCOCC2)c1
 : u	0.7	-0.3	u	0	-13	-3	x
N#Cc1cccc(-c2ccc3c(c2)[C@H]2[C@H](CCN2Cc2cncnc2)[C@@H](CO)N3)c1
 : 12	0.0	3.4	0.7	x	x	12	7
CC(C)c1ccc(S(=O)(=O)N(C)C2(C)CCS(=O)(=O)C2)cc1 (configuration not stated)
 : 1	0.1	1.2	0.1	2	-5	11	6
COC(=O)[C@@]1(Cc2ccc(F)cc2)[C@H]2C(CC(=O)C(=O)N3CCCC3)C(=O)C[C@H]2CN1C(=O)c1ccccc1 (some centres not stated)
 : -7	0.0	-6.8	0.0	6	-10	-36	x
COC(=O)c1ccccc1OCc1cc(=O)oc2ccc(C)cc12
 : 17	0.6	2.7	-0.1	0	-3	8	x
COc1ccccc1N1C(=O)Cc2ccccc2C1=O
 : -2	0.0	0.9	0.0	49*	-6	8	3
CC(=O)N1CCN(c2ccc(NC(=O)c3ccc(Br)o3)cc2Cl)CC1
 : 6	0.2	-1.4	-0.8	2	-6	2	-4
Cc1ccc(S(=O)(=O)CCC(=O)Oc2ccc3c(C)cc(=O)oc3c2)cc1
 : -5	0.0	-0.4	-0.2	-3	-9	-4	x
CNC(=O)COC(=O)c1ccc(-c2nc3ccccc3s2)s1
 : x	x	-0.2	x	0	-23	13	-3
COC(=O)c1c(NC(=S)NNS(=O)(=O)c2ccc(OC)cc2OC)sc2c1CCCCCC2
 : -8	0.1	0.5	0.2	-2	-11	-9	-11
Cc1cc(C(=O)NN=C2CCCCCC2)c(C)o1
 : 8	-0.1	-1.0	1.0	-1	-5	-5	1
COc1cc(OC)cc(C(=O)OCCCOC(=O)c2cc(OC)cc(OC)c2)c1
 : x	0.1	3.0	0.6	1	-6	14	2
COCCNC(=O)C[C@@H]1CC[C@H]2[C@@H](COc3ccc(NC(=O)COC)cc3C(=O)N2C)O1
 : u	0.2	2.6	0.3	0	-7	-3	2
CCOC(=O)C1(CCOc2ccccc2)CCN(C(=O)c2ccc(-n3cccn3)cc2)CC1
 : -2	-0.1	1.5	x	2	-8	-57	x
CN(Cc1cnccn1)C(=O)C1CCC(=O)N(CCc2ccc(Cl)cc2)C1 (configuration not stated)
 : -1	0.1	0.2	0.8	4	-14	7	-2
S=C(NCc1ccco1)NCC(c1ccco1)N1CCCCC1 (configuration not stated)
 : -5	0.1	0.7	x	-4	-52	4	x
COc1ccc(NC(=O)CCNS(=O)(=O)c2ccc(Cl)c([N+](=O)[O-])c2)cc1S(N)(=O)=O
 : -4	0.5	0.8	0.1	9	-7	12	-6
CCOc1ccc(NC(=S)N2CCC(NC(=O)c3ccccc3)CC2)cc1
 : 9	0.2	1.1	x	3	-5	-16	-18
CCN(CC)C(=O)C1=C(C)N(Cc2ccccc2)C(=O)C(CC(=O)NC2CCCCC2)C1 (configuration not stated)
 : 3	0.1	-4.8	0.3	0	-2	x	12
COc1cc(/C=C/C(=O)OCC(=O)NCCCc2ccccc2)ccc1O
 : u	0.3	-0.8	-1.4	2	-10	6	1
CC(Sc1nc(C(F)(F)F)nc2ccccc12)C(=O)NC1CCCC1 (configuration not stated)
 : -9	0.0	-2.1	1.7	-1	-1	23	3
Cc1ccc(N2C(=O)/C(=C/c3ccco3)SC2=S)cc1
 : -4	0.0	-1.5	x	7	-61	-1	x
C[C@@H]1CN([C@H](C)CO)C(=O)c2cc(NC(=O)Nc3ccc(F)cc3)ccc2O[C@@H]1CN(C)Cc1ccc(Cl)c(Cl)c1
 : 3	-0.8	1.9	x	0	2	-14	-3
CC(C)NC(=O)N1CC(=O)N2[C@H](C1)[C@H](c1ccc(C#CCN(C)C)cc1)[C@@H]2CO
 : 0	0.0	-1.8	0.0	-15	-13	20	x
CC(=O)N1CCN(C(=S)NC(=O)c2c(-c3ccccc3Cl)noc2C)CC1
 : 2	-0.1	1.4	-0.2	1	-19	-7	x
COc1ccc(-n2cc(CN(C)Cc3n[nH]c(=O)[nH]3)c(-c3cccc(F)c3)n2)cc1
 : -8	0.0	0.6	x	-2	-13	-3	x

Next records follow.
Each structure is followed by: DENV2 CPE	XiGFP reactiv	F508del corr	E-sel inducer	CASP6 VEID inh	RAD52 anneal inh	INS-1E GSIS act	RAD54 inh
C(=C\c1ccccc1)/CN1CCN(Cc2ccc3c(c2)OCO3)CC1
 : -1	0.0	-0.2	x	-2	-6	16	6
CCC(C)(C)n1nnnc1C(C(C)C)N(Cc1cccnc1)Cc1ccco1 (configuration not stated)
 : -3	0.0	-1.1	-1.3	1	-11	-19	-6
COc1ccccc1N(C)S(=O)(=O)c1ccc(C(=O)OCC(=O)NCCC2=CCCCC2)cc1
 : 5	0.0	-1.8	2.1	0	10	-33	x
COc1ccc(CN(C)C[C@H]2OCCCC[C@@H](C)Oc3ccc(NC(=O)Nc4ccc(F)cc4)cc3C(=O)N([C@H](C)CO)C[C@@H]2C)cc1
 : -5	-1.2	-1.3	-0.1	0	5	-27	-2
C[C@@H]1CN([C@@H](C)CO)C(=O)c2cc(NC(=O)NC3CCCCC3)ccc2O[C@@H](C)CCCCO[C@@H]1CN(C)S(=O)(=O)c1cn(C)cn1
 : -3	0.9	1.4	0.3	-1	12	13	0
O=C(Nc1cccc(-c2cn3cccnc3n2)c1)c1ccc(Br)o1
 : x	x	x	x	1	12	1	3

Rows were taken by chance; about 3.7% have a hit in one of these screens.
